# TRHR agonist = agonists of human TRH receptor; P34981; TRHR cells, calcium flux fluo-8, FDSS agonist mode; activation, % at 2 µM; 360,000 compounds, 0.18% hits; AID 493084; in the data active means activation above about 30%; further: 0% is about no effect
#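 Read-out: compound-evoked intracellular calcium rise in TRHR cells, fluo-8 dye, kinetic FDSS fluorescence at 1 s/cycle following a 10-cycle baseline. Cells cultured overnight before dye loading (30 min–1.5 h, RT).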
# BLM inh = inhibitors of human Bloom syndrome helicase BLM | P54132 | recombinant BLM DNA unwinding, fluorescence dequenching | Potency, µM (doses to about 56.1 µM), without a hit: at the top dose activity change, negative = inhibition, most hits filed as inhibitors | 350,000 compounds, 0.2% hits;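 further: potency means the concentration at half of the fitted maximal effect; plate controls were vehicle for no effect and no enzyme for full effect; nearly all actives have a fitted effect of over 35% in size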
# Pol iota inh = DNA polymerase iota (human) inhibition; 390,000 compounds, 1% hits; Potency, µM (titrated, usually from 115 µM), for inactives: at the highest dose activity, negative = inhibition, hits mostly inhibitors; Pol iota fluorescent replication assay, 10 min; further: potency means the concentration at half of the fitted maximal effect
#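 Fluorescent replication assay read twice, at 0 min and 10 min after adding 50 nM (final) substrate. Enzyme (10 nM) and compounds were first incubated 15 min at room temperature; enzyme-free buffer wells were negative controls.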
# ERG Ets-DNA blk = ERG Ets/DNA interaction inhibition; Potency, µM (top dose mostly 76.9 µM), for the others: at the highest dose FP activity, negative = inhibition, usual class: inhibitors; 370,000 compounds, 0.028% hits; fluorescence polarization, His-ERG Ets domain / labelled DNA; AID 624246; active means well fitted inhibition curve with a large enough effect in the polarisation, with a control signal flat; inconclusive means small, poorly fitted or top-dose-only effect, or effect the other way, or a change in a side signal; inactive means no such curve, though single readings can be large or run the other way; the % refers to the polarisation;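 further: polarization taken with two DNA probes labelled with fluorescein and Texas red; potency means the concentration at half of the fitted maximal effect; % of control where 0% means no effect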
# Target sequence (P11308 whole entry, looked up, the tested form may be a part): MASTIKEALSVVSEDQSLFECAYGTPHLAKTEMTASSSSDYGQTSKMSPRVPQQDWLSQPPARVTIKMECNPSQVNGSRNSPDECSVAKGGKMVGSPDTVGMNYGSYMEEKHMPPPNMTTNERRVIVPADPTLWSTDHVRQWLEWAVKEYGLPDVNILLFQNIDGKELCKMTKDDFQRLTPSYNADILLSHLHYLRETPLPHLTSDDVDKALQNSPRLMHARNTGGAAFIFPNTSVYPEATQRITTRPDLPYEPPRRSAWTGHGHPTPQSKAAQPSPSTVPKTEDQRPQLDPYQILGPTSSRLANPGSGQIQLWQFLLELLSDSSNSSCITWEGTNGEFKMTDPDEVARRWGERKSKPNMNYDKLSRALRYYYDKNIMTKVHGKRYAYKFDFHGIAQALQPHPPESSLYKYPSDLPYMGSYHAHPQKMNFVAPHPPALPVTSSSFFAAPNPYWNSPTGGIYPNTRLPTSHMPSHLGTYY
#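 His-tagged ERG Ets domain (1 uM in the protein solution; 300mM KCl, 50mM Tris-HCl, 1mM EDTA, 1mM DTT, pH 7.5) received compound, then a probe mix of 5 nM fluorescein-DNA and 100nM Texas-615-DNA. Fluorescence polarization was read for both dyes.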
# POLK inh = DNA polymerase kappa (human) inhibition | Q9UBT6 | purified Pol kappa, fluorescent DNA synthesis assay, 10 min | 400,000 compounds, 0.53% hits | Potency, µM (doses to about 107 µM), for inactives: at the top dose activity, negative = inhibition, actives largely listed as inhibitors; further: potency means the concentration at half of the fitted maximal effect; on the % scale 0 is the no-effect control and ±100 the full control effect
#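 First, compounds were pin-transferred onto 10 nM Pol kappa. After 15 min at room temperature, substrate was added to 50 nM final. Fluorescence was then measured kinetically at 0 and 10 min.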
# 12-LOX inh = blocks human arachidonate 12S-lipoxygenase. AID 1671190. 580,000 compounds, 1.1% hits. purified 12hLO, xylenol orange hydroperoxide absorbance. Potency, µM (series often up to 108 µM), for inactives: top-dose activity change, negative = inhibition, hits mostly inhibitors. P18054; further: potency means the concentration at half of the fitted maximal effect; on the % scale 0 is the no-effect control and ±100 the full control effect
#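 Hydroperoxide product was detected by ferrous iron/xylenol orange as the 573 to 405 nm absorbance ratio. Arachidonic acid at 40 uM (final) was turned over for 30 min at room temperature by 150 nM human 12hLO, pH 7.0 Hepes buffer, after 15 min compound preincubation.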
# Pol beta inh = inhibitors of human DNA polymerase beta | Pol beta primer extension/strand displacement, fluorescence kinetic | 340,000 compounds, 1.3% hits | P06746 | Potency, µM (top dose mostly 114 µM), inactives show at the highest dose activity change, negative = inhibition, actives largely listed as inhibitors; further: potency means the concentration at half of the fitted maximal effect; on the % scale 0 is the no-effect control and ±100 the full control effect
#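 Homogeneous kinetic assay of primer extension and strand displacement by 10 nM Pol beta, preincubated 15 min at room temperature with compound before 50 nM substrate (final) was added. Read at 0 and 10 min; four-parameter Hill fit.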
# APE1 inh = APE1 (human) endonuclease inhibition | P27695 | recombinant APE1, TAMRA/BHQ-2 abasic DNA cleavage fluorescence | Potency, µM (doses to about 65.8 µM), inactives show at the highest dose activity change, negative = inhibition, hits mostly inhibitors | 350,000 compounds, 0.35% hits | AID 2517;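 further: potency means the concentration at half of the fitted maximal effect; plate controls were vehicle for no effect and reference inhibitor for full effect; nearly all actives have a fitted effect of over 55% in size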
# Target sequence (P27695 whole entry, looked up): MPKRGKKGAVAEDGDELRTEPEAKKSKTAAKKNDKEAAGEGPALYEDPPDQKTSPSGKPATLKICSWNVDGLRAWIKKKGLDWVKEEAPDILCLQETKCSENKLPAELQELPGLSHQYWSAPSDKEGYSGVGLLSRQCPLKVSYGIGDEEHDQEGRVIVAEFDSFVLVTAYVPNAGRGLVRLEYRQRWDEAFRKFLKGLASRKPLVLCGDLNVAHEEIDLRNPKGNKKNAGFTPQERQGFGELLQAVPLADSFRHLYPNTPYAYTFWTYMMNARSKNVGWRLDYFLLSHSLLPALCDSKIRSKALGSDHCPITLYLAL
#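 Quantitative HTS: incision of a TAMRA/BHQ-2 double-stranded substrate bearing a tetrahydrofuran abasic site by 0.75 nM APE1 raises fluorescence. Substrate 50 nM final, added after 15 min compound preincubation at room temperature; progress as third-minus-first kinetic read difference.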
# Anesthetic bind = binds horse apoferritin like a general anesthetic; apoferritin/1-aminoanthracene competitive binding, fluorescence; P02791; 350,000 compounds, 0.074% hits; Potency, µM (highest dose often 77.5 µM), without a hit: at the top dose activity change, negative = displacement, hits mostly inhibitors; further: potency means the concentration at half of the fitted maximal effect; on the % scale 0 is the no-effect control and ±100 the full control effect; nearly all actives have a fitted effect of over 20% in size
# Target sequence (P02791 2-175 limits assumed): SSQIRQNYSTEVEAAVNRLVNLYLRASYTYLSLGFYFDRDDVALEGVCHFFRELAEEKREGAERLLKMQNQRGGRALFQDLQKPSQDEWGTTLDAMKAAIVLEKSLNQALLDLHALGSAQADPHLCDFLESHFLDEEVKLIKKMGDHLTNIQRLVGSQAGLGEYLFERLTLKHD
#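 Apoferritin-based anesthetic binding model; compound displacement of fluorescent 1-AMA measured as endpoint fluorescence after 10 minutes at room temperature, scaled to free-ligand and complex controls.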
# * hit, by the source's call; ? = inconclusive; / = not tested or not shown; & = joins results of further samples; [ ] = another dose, or the depositor's remark. Unless noted, the call rests on the fitted dose curve; in most records, active means well fitted curve in the direction sought with a large enough effect; inconclusive means small, poorly fitted or top-dose-only effect, or another doubt; inactive means no such curve, though single readings can be large; an effect the other way counts as inactive or inconclusive. A portion of the library. The share of hits here may be higher or lower than overall.
SMILES,TRHR agonist,BLM inh,Pol iota inh,ERG Ets-DNA blk,POLK inh,12-LOX inh,Pol beta inh,APE1 inh,Anesthetic bind
Clc1ccc(C2CC3CCC2N3)cn1 (stereo unspecified),/,2.9%,/,/,-9.1%[60.1 µM],-7.6%,/,-1.3%&-4.5%&-1.2%,4.8%&3.6%&1.5%
O=C(O)CNC1c2ccccc2CSc2ccccc21 (stereo unspecified),/,/,4.0%,-7.2%,0.0%,?,/,/,/
CC(=O)O[C@@]12CO[C@@H]1C[C@@H](O)[C@@]1(C)C(=O)[C@H](O)C3=C(C)[C@@H](OC(=O)[C@H](O)[C@@H](NC(=O)c4ccccc4)c4ccccc4)C[C@@](O)([C@@H](OC(=O)c4ccccc4)C12)C3(C)C (stereo partly specified),0.9,-6.0%,24.7%,10.3%,3.4%,20.7%,83.8%,-2.6%,?
COc1ccc(N2CCN(CCCN)CC2)cc1,/,/,17.8%,-6.4%,-14.4%,-28.3%,/,/,/
CCOc1ccc(-c2nc3cc(NC(=O)COc4cccc(C)c4)ccc3o2)cc1,-1.6,-9.1%,-24.7%,1.8%,?,-1.1%,?,/,46.0%
O=C(O)Cn1cc(/C=C2\C(=O)NC(=O)N(c3ccc(Br)cc3)C2=O)c2ccccc21,0.5,0.6%,31.6µM*,24.7%,-16.6%,-24.0%,22.2%,32.9%,0.9%
Cc1ccc(C)c(NP(=O)(Oc2ccccc2)Oc2ccccc2)c1,-0.5,-14.5%,-14.0%,-2.1%,-14.2%[60.1 µM],-5.2%,9.1%,-15.2%,0.7%
CC[C@H](C)[C@@H](C(=O)N1CCCC1c1nccs1)N(C)C(=O)[C@H](CC(C)C)N(C)C(=O)[C@H](Cc1ccc(OC)cc1)N(C)C(=O)/C=C(\C)OC (stereo partly specified),/,/,1.1%,-5.8%,-13.9%,2.6%,/,0.0%,/
COC(=O)C1=C(c2cccc(C#N)c2)C[C@@H]2CC[C@H]1N2C(=O)N1CCCCC1,-0.3,/,23.0%,-7.9%,16.1%,-0.1%,/,55.2%[activator],/
C=CCc1c(C)[nH]c(=S)c(C#N)c1C,0.0,-4.4%,-9.7%,-2.3%,-12.1%,?,13.4%,-0.2%,?
CCCCCc1nc2ccccc2c(=O)n1-c1ccc(C)cc1,-0.5,-3.0%,16.4%,1.8%,6.7%,-21.6%,23.5%,/,-0.5%
CCN1C[C@@]2(COC)[C@H]3[C@@H](OC)[C@H]4C1[C@@]3([C@H](OC)C[C@@H]2O)[C@H]1C[C@@]2(O)[C@@H](OC(=O)c3ccccc3)[C@@H]1[C@@]4(OC(C)=O)[C@H](O)[C@@H]2OC,/,6.3%[21.4 µM],/,/,-7.4%[12 µM],/,/,10.3%[21 µM],8.4%[29.3 µM]
COC(=O)C1=C(c2cc3ccccc3o2)C[C@@H]2CC[C@H]1N2C(=O)NC1CCCCC1,/,/,29.5%,-4.4%,-5.4%,-2.3%,/,/,/
CCN(CC)C(=O)c1ccc(N(Cc2ccccc2)S(C)(=O)=O)cc1,0.3,2.3%,19.0%,-4.5%,10.8%,?,31.0%,6.9%,-8.4%
CCC1(c2ccc(N)cc2)CCC(=O)NC1=O (stereo unspecified),/,-11.9%,4.1%[58.9 µM],0.5%,-1.7%[60.1 µM],-12.1%,0.7%[57.1 µM],-1.9%,/
COC(=O)C1=C(c2cccc(OC)c2OC)C[C@@H]2CC[C@H]1N2C(=O)NCCO,/,/,17.0%,3.9%,6.2%,-7.8%,/,/,/
Cc1nc2ccccc2c(=O)n1-c1cc(F)ccc1F,0.3,0.8%,134.5%[activator],-5.0%,0.2%,0.0%,18.0%,3.0%,-5.6%
C=CCN1C(=O)NC(=O)/C(=C\c2ccc(-c3ccccc3[N+](=O)[O-])o2)C1=O,0.1,-3.8%,?,-0.4%,-21.6%,35.5µM*,?,-7.9%,39.8µM*
OC1(c2ccccc2)CCNC2CCCCC21 (stereo unspecified),-0.3,1.0%,34.8%[activator],-0.2%,-16.0%,-25.5%,21.5%,30.1%,-5.0%
Cc1ccc(CC2C(=O)N(C)C(=O)N(C)C2=O)s1,-2.4,-11.3%,?,1.8%,-10.1%,?,-5.6%,-2.9%,5.6%
CCOP(=O)(OCC)c1ccc(OP(=O)(c2cccc([N+](=O)[O-])c2)c2cccc([N+](=O)[O-])c2)cc1,-0.2,-1.4%,149.3%[activator],0.2%,1.1%,?,-3.8%,0.4%,2.8%
CCCCCCCCCCCCCCCC(=O)OC[C@H](COP(=O)([O-])OCC[N+](C)(C)C)OC(C)=O,/,-1.5%,/,/,2.1%[19.4 µM],12.9%[12.5 µM],/,-1.4%&1.8%,-14.9%
O=C1C=C(NS(=O)(=O)c2ccccc2)C(=O)c2ccccc21,/,/,37.4%[activator],6.1%,-12.2%,-29.7%,/,/,/
C[C@H]1O[C@@H](O[C@H]2[C@@H](O)C[C@H](O[C@H]3[C@@H](O)C[C@H](O[C@H]4CC[C@]5(C)C6CC[C@]7(C)[C@@H](C8=CC(=O)OC8)CC[C@]7(O)C6CC[C@@H]5C4)O[C@@H]3C)O[C@@H]2C)C[C@H](O)[C@@H]1O (stereo partly specified),/,3.7%,/,/,-5.5%[19.4 µM],9.1%,/,-2.9%,/
CN1C(=O)CN=C(c2ccc(Cl)cc2)c2cc(Cl)ccc21,-1.3,-3.8%,11.2%,-12.7%,-5.7%,-29.4%,19.9%,8.8%,-9.9%
O=C(Cn1c(=O)n(CC2CS2)c2ccccc21)N1CCCCCC1 (stereo unspecified),-0.3,-3.3%,90.0%[activator],10.9%,-4.6%,-4.1%,0.5%,0.8%,?
O=C(N/N=C/c1c(O)n(CCC2=CCCCC2)c(=S)[nH]c1=O)c1ccccc1,0.1,-7.6%,-1.5%,-8.4%,-12.0%,28.2µM*,-24.4%,-3.8%,-16.2%
CCN1CCc2ccccc2C1,0.8,0.1%,-14.7%,2.5%,-1.2%,12.0%,13.2%,-3.3%,-7.6%
COc1cc2c(cc1O)[C@@H]1Cc3ccc(OC)c(O)c3CN1CC2,-0.4,/,10µM*,10.1%,-4.5%,3.0%,/,10.0%,/
NC(N)=N/N=C/c1c(Cl)cccc1Cl,-1.0&0.6,41.9%&2.9%&36.5%[activator],10.5%,25.8%&-4.5%,4.0%[60.1 µM],?,-8.7%[57.1 µM],1.0%&0.8%&-5.0%,-7.1%&-2.1%&-19.0%
O=C1C=C2C(=CCOC2O)O1 (stereo unspecified),/,-1.6%,/,/,?,/,/,?,-0.9%
Oc1ccc(C[C@H]2NCCc3cc(O)c(O)cc32)cc1O,0.3,-13.3%,79.4µM*,1.0%,?,?,0.5%,53.6%[activator],2.6%
COc1ccc(C(=O)CC2C(=O)N(C)C(=O)N(C)C2=O)cc1,1.1,-14.4%,?,4.0%,-15.2%,-8.1%,29.5%,-7.7%,-15.7%
Cc1nn(Cc2ccccc2Cl)c(C)c1C(=O)OCC(=O)NC1CCCC(C)C1C (stereo unspecified),-0.6,0.4%,4.9%,0.4%,-3.6%,-13.9%,10.9%,-3.0%,-12.8%
CC(C)COC(=O)n1c(=O)oc2ccc(S(=O)(=O)N3CCCCC3)cc21,-0.7,-6.1%,22.1%,-2.8%,-15.4%,11.0%,7.1%,14.5%,-10.4%
CC(=O)N1CC[N+](C)(C)CC1,/,-6.8%,/,/,2.4%&-4.6%[19.4 µM],36.7%&0.0%[activator],/,0.5%&-7.2%,2.7%
C[C@@H]1C(=O)O[C@H]2[C@H](O)[C@]34[C@@H]5OC(=O)[C@]3(OC3OC(=O)[C@H](O)C34[C@H](C(C)(C)C)[C@@H]5O)[C@@]12O (stereo partly specified),/,/,-20.8%,-14.1%,0.4%,31.7%[activator],/,/,/
CN(C)S(=O)(=O)c1ccc(Cl)c(NC(=O)COC(=O)CN2C(=O)C3CCCCC3C2=O)c1 (stereo unspecified),0.3,-6.2%,153.7%[activator],-0.4%,2.2%,8.9%,25.8%,4.3%,-19.4%
O=C(COc1ccccc1)N1CCN(CC2CC3C=CC2C3)CC1 (stereo unspecified),0.2,-9.4%,7.4%,/,-4.1%,?,-13.5%,-0.1%,-6.0%
COc1ccc(-c2nn(Cc3ccccc3)cc2C(=O)NC2CC2)cc1OC,-0.1,/,62.4%[activator],-1.5%,-0.9%,16.5%,/,9.8%,/

# Two compounds from above, limited to Pol beta inh, TRHR agonist and BLM inh.
SMILES	Pol beta inh	TRHR agonist	BLM inh
COc1cc2c(cc1O)[C@@H]1Cc3ccc(OC)c(O)c3CN1CC2	/	-0.4	/
NC(N)=N/N=C/c1c(Cl)cccc1Cl	-8.7%[57.1 µM]	-1.0&0.6	41.9%&2.9%&36.5%[activator]

# Remaining list, next part
SMILES,TRHR agonist,BLM inh,Pol iota inh,ERG Ets-DNA blk,POLK inh,12-LOX inh,Pol beta inh,APE1 inh,Anesthetic bind
Cc1nn(C)c(C)c1-c1cccc2c1CCC(N(C)C)C2 (stereo unspecified),/,6.7%,/,/,-9.9%[60.1 µM],/,/,-4.3%,6.3%
CN1C2CC(OC(=O)C(CO)c3ccccc3)CC1C(O)C2 (stereo unspecified),/,0.9%,/,/,-2.8%[60.1 µM],/,/,-6.2%,-4.3%
Cc1ccsc1C(=O)C1CCCN(Cc2cn(C)nc2C)C1 (stereo unspecified),-0.3,2.8%,68.9%[activator],2.4%,-3.2%,4.8%,23.7%,3.6%,-6.3%
CCN(CC)C(=O)c1ccc(NC(=O)c2ccc3c(c2)NC(=O)CS3)cc1,/,/,2.6%,-1.3%,-7.8%,-16.2%,/,3.5%,/
O=c1c2ccccc2nc(-c2ccc(-c3ccccc3)cc2)n1-c1ccncc1,1.0,-4.3%,-12.7%,/,-11.6%[60.1 µM],17.0%,-7.9%,-1.7%,0.5%

# Source: PubChem
